Source: PubChem (several laboratories)
AID2073: inhibitors of Mint1-CaV2.2 protein interaction, biochemical, HTRF (AID 2073) | Voltage-dependent N-type calcium channel subunit alpha-1B (Homo sapiens) | HTRF protein-protein interaction, Mint1-CaV2.2; higher % means a stronger effect | inhibition, % at 20 µM, or IC50 in µM where a hit was titrated | 0.19% of 290,000 active; in the data active = inhibition mostly above about 51%, no sharp cut-off; inconclusive = no clear call, values can overlap the other calls; inactive = mostly below about 53%; note: some results filed as inactive read as strong as hits
Rac1 GTP hydrolysis: MgcRacGAP GTPase-activating activity inhibitors, confirmation, biochemical, ADP Hunter fluorescence. Rac GTPase-activating protein 1 (Homo sapiens). MgcRacGAP-stimulated Rac1 GTP hydrolysis, ADP Hunter fluorescence; higher % means a stronger effect; GST-tagged Rac1 F28L mutant substrate. inhibition, % at 30 µM, or IC50 in µM where a hit was titrated. 0.6% of 340,000 active. AID 624330, 2012;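 active = first-screen hits whose inhibition reached a set limit at any dose in the follow-up dose series; inconclusive = inhibition above the set first-screen limit but never retested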;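 note: fluorescence reports GDP produced by GAP-driven GTP hydrolysis; strong numbers were not always called active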
K1F lysis inhibition: inhibition of K1F phage lysis, E. coli UTI89, bacterial capsule biogenesis inhibitors, alamar blue (AID 488966); inhibition, % at 100 µM; hits with a dose series show IC50 in µM; E. coli UTI89 K1F phage lysis, alamar blue, 2 h; higher % means a stronger effect; 0.02% of 340,000 active;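 active = phage lysis inhibition, versus mean bacterial control, above a set limit; inconclusive = no clear call, values can overlap the other calls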;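 note: capsule biogenesis inhibitors block K1F phage lysis so surviving cells raise fluorescence; higher fluorescence means more inhibition of phage lysis; actives were called in the ten point dose series up to 300 µM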
NTR1 ag: agonists of NTR1, primary screen, imaging, U2OS cells, beta-arrestin-GFP, high content (AID 493036) | Neurotensin receptor type 1 (Homo sapiens), P30989 | NTR1-U2OS beta-arrestin-GFP spot imaging, agonist mode | activation, % at 20 µM | 0.17% of 330,000 active;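 active = activation at or above 40% of the spot to cytoplasm intensity ratio, with at least 20 cells analyzed; inconclusive = wells under 20 cells, flagged as cytotoxic or low count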;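 note: 0% = DMSO without peptide and 100% = 100 nM NTR1 peptide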
Target sequence (P30989 whole entry, looked up): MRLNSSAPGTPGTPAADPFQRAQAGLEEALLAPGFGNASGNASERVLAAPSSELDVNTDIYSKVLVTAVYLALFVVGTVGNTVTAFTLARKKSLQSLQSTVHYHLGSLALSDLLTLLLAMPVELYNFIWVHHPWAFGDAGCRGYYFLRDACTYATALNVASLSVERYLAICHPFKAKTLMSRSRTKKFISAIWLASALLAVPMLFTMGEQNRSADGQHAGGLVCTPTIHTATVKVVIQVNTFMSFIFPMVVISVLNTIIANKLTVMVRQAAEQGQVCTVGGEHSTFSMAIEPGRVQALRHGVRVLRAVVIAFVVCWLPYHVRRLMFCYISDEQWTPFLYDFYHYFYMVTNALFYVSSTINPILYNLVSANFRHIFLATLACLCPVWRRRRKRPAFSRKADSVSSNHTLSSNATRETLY
West Nile virus CPE: West Nile virus antiviral activity, cell-based, CPE readout (AID 1621); West Nile virus-infected cells, CPE inhibition; higher % means a stronger effect; 0.02% of 290,000 active; CPE inhibition, % at 10 µM; hits with a dose series show IC50 in µM; in the data active = a potency from the dose series; inconclusive = CPE inhibition mostly from about 3.7% at the one dose, without a potency; inactive = the rest, 99 in 100 with CPE inhibition below about 2.2%; note: strong numbers were not always called active
Dengue-2 NS5 capping: Dengue-2 NS5 methyltransferase inhibitors, primary screen, biochemical, confirmation dose response (AID 588689) | Genome polyprotein (Dengue virus type 2 (strain 16681-PDK53)) | Dengue-2 NS5 methyltransferase capping enzyme assay, biochemical; higher % means a stronger effect | inhibition, % at 25 µM, or IC50 in µM where a hit was titrated | 0.3% of 340,000 active; in the data active = a potency from the dose series; inconclusive = inhibition above about 29% without an active follow-up result
SV40 large T antigen: SV40 large T antigen inhibitors, biochemical (AID 1903). SV40 large T antigen ATPase/helicase inhibition assay; higher % means a stronger effect. one-dose inhibition, % at 20 µM; IC50 in µM for titrated hits. 0.39% of 310,000 active; in the data active = a potency from the dose series; inconclusive = inhibition mostly from about 32% at the one dose, without a potency; inactive = the rest, 99 in 100 with inhibition below about 32%; note: strong numbers were not always called active
RSV CPE inhibition: RSV antiviral activity via CPE protection, HEp-2 cells, primary 10 µM value included (AID 2391); 0.13% of 310,000 active; CPE inhibition, % at 10 µM; hits with a dose series show IC50 in µM; HEp-2 cells, RSV-induced CPE inhibition; higher % means a stronger effect; in the data active = a potency from the dose series; inconclusive = CPE inhibition mostly from about 23% at the one dose, without a potency; inactive = the rest, 99 in 100 with CPE inhibition below about 21%; note: strong numbers were not always called active
SIAH1 antagonists: Siah-1 peptide-binding antagonists, primary screen, biochemical, fluorescence polarization, rhodamine-plectin, uHTS (AID 1817); 0.02% of 290,000 active; E3 ubiquitin-protein ligase SIAH1 (Homo sapiens); Siah-1 / rhodamine-plectin peptide fluorescence polarization; higher % means a stronger effect; one-dose displacement, % at 20 µM; IC50 in µM for titrated hits;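 active = displacement of at least 50% at 20 µM, with a fluorescence ratio check between 0.3 and a set limit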;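 note: plate controls were Siah plus tracer with DMSO for no effect and tracer alone without Siah for full effect; strong numbers were not always called active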
NTR1 ag cell count 20 µM: further read-out of NTR1 ag, marked with its call; cell count; measured here: cell count, cytotoxicity flag
Dengue-2 NS5 capping pilot replicate: also measured in Dengue-2 NS5 capping; calls as there; inhibition, %; measured here: pilot screen replicate inhibition
The depositor's hits bear a star; i = inactive; ? = inconclusive; nt = no result given; & = joins results of further samples; [ ] = dose if it differs, or a comment.

SMILES	AID2073	Rac1 GTP hydrolysis	K1F lysis inhibition	NTR1 ag	NTR1 ag cell count 20 µM	West Nile virus CPE	Dengue-2 NS5 capping	SV40 large T antigen	RSV CPE inhibition	SIAH1 antagonists	others
Cc1cc(C)n(C(=O)CSc2nnc(SCC(=O)n3nc(C)cc3C)s2)n1	2%	9%	-0.2%	1.6	47	0.1%	-1%	-8%	1.8%	2%
COc1ccc(Cl)cc1NC(=O)CSc1nnc(C2CC2)n1C	-1%	5%	0.3%	1.4	33	0.4%	5%	10%	0.2%	-2%
Cc1ccc(-n2c(CCc3ccccc3)n[nH]c2=S)cc1C	-18%	4%	0.1%	0.1	55	-1.3%	-5%	9%	10%	5%	Dengue-2 NS5 capping pilot replicate=-6.1
O=C1NC(c2ccc(Br)cc2)Nc2sc3c(c21)CCC3 (stereo unspecified)	-13%	6%	-0.1%	0.9	66	0.5%	23%	20%	3.5%	0%	Dengue-2 NS5 capping pilot replicate=4.0
COc1ccccc1OCc1ccc(C(=O)Nc2ccc(Cl)cn2)o1	7%	4%	0.0%	-0.6	93	-1.3%	9%	15%	12%	-3%
COC(=O)c1ccc(/C=N/Nc2nc(N3CCCCC3)nc(N3CCCCC3)n2)cc1	22%	11%	-0.1%	3.0	85	-0.3%	1%	4%	2.2%	11%
CN(C)S(=O)(=O)c1ccc(C(=O)N2CCN(S(=O)(=O)c3cccs3)CC2)cc1	-8%	4%	-0.4%	-0.3	49	0.1%	-1%	24%	1.7%	-4%
CC(=O)Nc1ccc2nc(NC(=O)c3cccs3)sc2c1	13%	5%	0.1%	2.8	46	0.0%	-6%	3%	-1.4%	14%
Cc1c(Cl)cn2c(=O)cc(CN3CCN(c4ccccc4)CC3)nc2c1Cl	25%	5%	1.3%	2.3	43	-1.0%	7%	8%	9.4%	-3%
O=c1c(-c2ccc(F)cc2)coc2cc(O)ccc12	27%	3%	0.9%[50 µM]	0.9	56	-0.4%	1%	14%	12%	4%
CCSc1nnc(NC(=O)CC(C)C)s1	0%	8%	0.4%	1.6	40	-0.3%	-8%	0%	1.1%	-4%
CN(CC(=O)N(CCO)Cc1ccccc1)S(=O)(=O)c1ccc2c(c1)c(=O)n(C)c(=O)n2C	-5%	9%	0.6%	-0.8	57	-0.3%	-10%	6%	2.4%	1%
O=C(NC1CCCCC1)c1cc2cc(Br)ccc2o1	2%	5%	1.0%	-1.1	46	-0.8%	nt	4%	6.3%	2%
Cc1ncsc1CCC(=O)N1CCCC(C(=O)c2cccc(Cl)c2)C1 (stereo unspecified)	-2%	7%	-0.1%	0.3	68	-0.9%	-4%	1%	7.7%	4%
NC(=O)CC(NC(=O)Cc1ccc(Br)cc1)c1ccc(N2CCC(Cc3ccccc3)CC2)c([N+](=O)[O-])c1 (stereo unspecified)	8%	6%	-0.6%	7.7	90	?	2%	8%	-1.1%	4%
COc1ccc(NC(=O)c2cnc(SC)nc2)cc1	12%	10%	0.5%	-0.2	69	-0.6%	-7%	8%	2.8%	-4%
CN(CCOc1ccccc1)C(=O)C1CCC(=O)N(CCCN2CCCC2=O)C1 (stereo unspecified)	-1%	3%	0.2%	-0.3	72	0.0%	-7%	8%	nt	5%
COC(=O)C1C(=O)NCC1c1ccc(C)cc1 (stereo unspecified)	-5%	5%	i	-0.5	53	0.6%	4%	2%	3.5%	6%
COc1cccc(Nc2ccc(C(=O)O)cc2N)c1	13%	15%	0.3%	0.3	78	2.1%	6%	23%	0.9%	-4%
Clc1ccccc1C(c1nnnn1Cc1ccco1)N1CCN(Cc2ccco2)CC1 (stereo unspecified)	7%	-1%	5.8%	-0.3	69	-0.2%	-7%	29%	1.4%	6%
Cc1cc2c(=O)oc(-c3ccccc3Br)nc2s1	4%	-3%	0.2%	nt	nt	0.5%	-3%	nt	nt	6%
O=C1CC(c2nc3ccccc3[nH]2)CN1Cc1ccccc1 (stereo unspecified)	-1%	-1%	-0.1%	-2.5	136	0.1%	-3%	6%	-0.7%	8%
CCn1c(SCC(=O)c2ccc(O)c(O)c2)nnc1-c1ccc(C)cc1	-17%	?	0.5%	1.8	43	-0.6%	20%	10µM*	6.4%	4%
CCOC(=O)C1CCN(C(=O)CN(c2ccc3c(c2)OCCO3)S(C)(=O)=O)CC1	-10%	4%	4.0%	-1.5	70	-0.1%	3%	12%	-0.2%	0%
CC1CCCN(C(=O)c2cc3ccccc3cc2O)C1 (stereo unspecified)	8%	8%	1.0%[50 µM]	1.7	67	-0.5%	2%	4%	2.2%	-3%

More compounds follow:
SMILES	AID2073	Rac1 GTP hydrolysis	K1F lysis inhibition	NTR1 ag	NTR1 ag cell count 20 µM	West Nile virus CPE	Dengue-2 NS5 capping	SV40 large T antigen	RSV CPE inhibition	SIAH1 antagonists	others
CCOc1ccc(CC(=O)Nc2c(C(=O)Nc3ccccc3)oc3ccccc23)cc1OCC	20%	7%	0.5%	1.0	103	?	2%	18%	2.2%	4%
CC1(C)Cc2[nH]c(=S)c(C#N)cc2CO1	18%	9%	2.3%	-4.3	76	-0.2%	-5%	18%	0.6%	-6%
Cc1ccc(S(=O)(=O)NC(=NC(C)C(=O)O)c2ccccc2)cc1 (stereo unspecified)	0%	10%	0.7%	-1.0	32	0.2%	4%	14%	0.9%	5%
COc1cc2c(cc1Cl)C(=O)C(F)(c1ccccc1)C(=O)N2 (stereo unspecified)	-7%	26%	-1.0%	-0.6	41	0.0%	-2%	7%	2.3%	2%
Cc1oc2cc(O)ccc2c(=O)c1-c1cnn(-c2ccccc2)c1	23%	7%	0.4%	1.0	58	0.5%	6%	2%	1.7%	3%
Cc1ccc2c(c1C)NC(C)CC2C (stereo unspecified)	3%	10%	1.2%	4.1	58	0.4%	3%	19%	0.8%	-1%
CCN(CC)CCNCC1C(=O)O[C@@H]2C[C@@]3(C)CCC[C@H](C)C3=C[C@H]12 (stereo partly specified)	-2%	6%	0.6%	1.1	82	16%	-6%	3%	4.2%	-1%
Cc1oc(CC(C)C)c(CN)c1C(=O)O	-4%	8%	0.2%	0.3	21	-0.4%	-3%	7%	0.1%	1%
COc1ccc(CCNC(=O)CC2Nc3ccccc3NC2=O)cc1OC (stereo unspecified)	2%	-7%	-0.2%	1.2	86	-0.1%	15%	4%	1.4%	-2%	Dengue-2 NS5 capping pilot replicate=3.9
CC(Sc1nnc(-c2ccccc2Br)n1-c1cccc(C(F)(F)F)c1)C(N)=O (stereo unspecified)	7%	11%	1.6%[50 µM]	1.9	52	-0.8%	0%	13%	1.0%	-1%
COC(=O)[C@H](C)NC(=O)N1CCC(Cc2ccccc2)CC1	2%	12%	0.2%	-2.0	83	0.6%	-7%	0%	2.2%	1%
CCC(CO)Oc1cc(NC(=O)c2cccc([N+](=O)[O-])c2)c2ncn(C(C)C)c2c1 (stereo unspecified)	nt	2%	-0.3%	-1.5	52	nt	3%	nt	nt	nt
Cn1c(Oc2ccc3c(c2)OCO3)nc2c1c(=O)n(Cc1ccccc1)c(=O)n2C	-4%	8%	0.3%	3.0	46	0.4%	1%	-1%	0.8%	0%
CC(C)c1ccc(/C=C2\SC(=S)N(CC(=O)NCCCN3CCOCC3)C2=O)cc1	-1%	3%	0.0%	2.6	44	-0.9%	17%	7%	-0.7%	2%
Nc1nnc(Sc2ncccc2[N+](=O)[O-])s1	-10%	13%	0.1%	0.3	59	0.4%	-4%	4%	0.5%	11%
COc1ccc2nc(NC(=O)C3CCCN(S(=O)(=O)c4c(C)noc4C)C3)sc2c1 (stereo unspecified)	6%	5%	3.5%	0.1	59	-0.4%	-1%	3%	3.6%	3%
COc1ccc(C)cc1S(=O)(=O)N(C)CC(=O)NC1CCCCC1	-8%	4%	-0.4%	-0.9	62	-0.2%	nt	10%	1.5%	1%
COc1cc(/C=N/N=C(/N)c2nonc2N)cc(Br)c1OCc1cccc(C)c1	-9%	7%	-0.1%	8.4	74	2.8%	2%	10%	19%	0%
CCn1cc([N+](=O)[O-])c(C(=O)Nc2cc(C)on2)n1	-2%	-5%	0.0%	-0.8	53	0.2%	nt	-2%	1.7%	-4%
Cc1cc(Nc2ccc(F)c(Cl)c2)n2ncnc2n1	-4%	-2%	7.7%	3.0	44	-0.1%	4%	0%	3.9%	4%
COc1ccccc1NC(=O)c1ccc2c(c1)CCN2S(C)(=O)=O	-3%	6%	2.9%	-0.1	60	-0.9%	-10%	6%	2.8%	9%
COc1cc(C(=O)N2CCN(c3ccccc3)CC2)c([N+](=O)[O-])cc1OC	6%	2%	-0.1%	0.6	40	0.4%	-4%	6%	1.3%	6%
Cc1cc(F)ccc1S(=O)(=O)N1CCCOC1CNC(=O)C(=O)NCCCN1CCOCC1 (stereo unspecified)	2%	6%	0.2%	0.3	61	-0.3%	6%	16%	1.7%	10%
Cc1cc(C(=O)OCC(=O)c2cccs2)c2ccccc2n1	-4%	3%	0.2%	-0.5	95	-0.7%	3%	4%	0.5%	0%
Nc1nc(Cl)nc2c1ncn2[C@@H]1O[C@H](CO)[C@@H](O)[C@H]1O	-5%	-13%	-12%	8.2	59	-0.1%	3%	2%&12%	-0.9%	1%
CN(C)CCNC(=O)c1cc2ccccc2oc1=O	5%	13%	0.4%	-1.8	53	-0.3%	nt	1%	2.0%	-6%
COc1ccc(/C=C/C(=O)NC(=S)Nc2ccc(Br)cn2)cc1	25%	9%	0.3%	-0.2	81	-0.3%	1%	9%	1.9%	-2%
COc1ccc(CC(C)Nc2ccccc2F)cc1 (stereo unspecified)	-4%	0%	-0.1%	0.9	60	0.5%	-8%	7%	1.7%	2%
CCOC(=O)c1c(C)oc2c1c(CN1CCN(CCO)CC1)c(O)c1ccccc12	2%	13%	-0.1%	nt	nt	-0.7%	18%	10%	nt	2%

Fetched by structure from the list above, 3 records:
SMILES	AID2073	Rac1 GTP hydrolysis	K1F lysis inhibition	NTR1 ag	NTR1 ag cell count 20 µM	West Nile virus CPE	Dengue-2 NS5 capping	SV40 large T antigen	RSV CPE inhibition	SIAH1 antagonists	others
CCOc1ccc(CC(=O)Nc2c(C(=O)Nc3ccccc3)oc3ccccc23)cc1OCC	20%	7%	0.5%	1.0	103	?	2%	18%	2.2%	4%
CC1(C)Cc2[nH]c(=S)c(C#N)cc2CO1	18%	9%	2.3%	-4.3	76	-0.2%	-5%	18%	0.6%	-6%
Cc1oc2cc(O)ccc2c(=O)c1-c1cnn(-c2ccccc2)c1	23%	7%	0.4%	1.0	58	0.5%	6%	2%	1.7%	3%
